# Source: PubChem BioAssay (several laboratories)
# Kir21 block: inhibitors of mouse Kir2.1 inward-rectifier potassium channel; P35561; HEK293-Kir2.1, FluxOR thallium flux fluorescence; hits give low values; B-score at 10 µM; 310,000 tested, 0.85% active; AID 1672;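 active means fluorescence ratio B-score at or below minus 3 SD of library scores, with starting-brightness B-score within 2 SD, cut at about -4.2 in these data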;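 further: channel flux triggered by added potassium and thallium sulfate stimulus; B-score of peak minus minimum fluorescence over baseline after thallium stimulus; more negative B-score means stronger Kir2.1 block with less thallium influx; some compounds called inactive have numbers as strong as hits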
# Target sequence (P35561 whole entry, looked up): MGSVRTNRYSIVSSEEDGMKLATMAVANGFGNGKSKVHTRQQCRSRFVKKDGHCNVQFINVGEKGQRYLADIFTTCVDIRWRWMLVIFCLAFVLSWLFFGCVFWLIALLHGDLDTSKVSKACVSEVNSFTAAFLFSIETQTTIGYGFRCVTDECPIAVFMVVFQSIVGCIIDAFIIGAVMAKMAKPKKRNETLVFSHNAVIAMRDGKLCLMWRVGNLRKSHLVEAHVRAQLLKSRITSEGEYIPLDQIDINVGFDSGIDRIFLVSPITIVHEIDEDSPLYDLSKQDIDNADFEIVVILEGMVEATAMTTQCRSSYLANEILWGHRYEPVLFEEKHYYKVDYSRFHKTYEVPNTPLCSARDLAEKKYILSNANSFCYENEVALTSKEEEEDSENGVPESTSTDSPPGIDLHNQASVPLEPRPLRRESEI
# STK33 inh: blocks human STK33 kinase activity. 320,000 tested, 0.073% active. purified STK33, MBP phosphorylation, ADP-Glo luminescence. AID 2661. inhibition, % at 10 µM;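 active means inhibition at or above 25%, using the most active replicate where run in duplicate; inactive means inhibition below 25%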
# Target sequence (Q9BYT3 whole entry, looked up): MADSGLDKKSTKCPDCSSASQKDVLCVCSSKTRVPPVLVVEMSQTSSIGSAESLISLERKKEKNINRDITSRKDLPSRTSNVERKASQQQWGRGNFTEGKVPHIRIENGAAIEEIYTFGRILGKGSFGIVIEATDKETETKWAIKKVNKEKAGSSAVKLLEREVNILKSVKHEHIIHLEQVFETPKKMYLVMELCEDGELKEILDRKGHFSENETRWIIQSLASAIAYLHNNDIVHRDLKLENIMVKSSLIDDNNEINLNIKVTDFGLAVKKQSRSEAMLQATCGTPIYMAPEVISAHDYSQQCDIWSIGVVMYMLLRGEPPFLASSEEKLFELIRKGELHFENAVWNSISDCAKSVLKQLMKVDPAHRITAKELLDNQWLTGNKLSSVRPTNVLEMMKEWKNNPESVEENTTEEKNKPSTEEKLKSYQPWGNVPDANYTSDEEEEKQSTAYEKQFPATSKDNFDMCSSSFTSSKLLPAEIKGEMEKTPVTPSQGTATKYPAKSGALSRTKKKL
# The depositor's hits bear a star; . = no result given.
SMILES,Kir21 block,STK33 inh
O=C(Cn1nnc(-c2ccc3c(c2)OCO3)n1)NCc1ccco1,0,0.7
COc1ccccc1NC(=O)Cn1c(=O)n(-c2ccccc2)c(=O)c2oc3ccccc3c21,-0.01,-2.0
CC(C)(C)c1ccc(-c2csc(NC(=O)CN3C(=O)NC4(CCCCC4)C3=O)n2)cc1,-0.02,-0.2
CN1C(=O)C(C)(C)c2cc(S(=O)(=O)N3CCCC3C(=O)NCc3ccc(F)cc3)ccc21 (stereo not given),0.92,-0.1
Cc1[nH]c2ccccc2c1C(c1ccccn1)N1CCCC1 (stereo not given),-0.94,-1.0
CCCn1c(SCC(=O)Nc2ccc(Cl)cc2F)nc(O)cc1=O,.,0.0
Cc1ccc2cccc(Oc3ncnc4scc(-c5ccc(Cl)cc5)c34)c2n1,-0.02,.
COC(=O)C1=C(CS(=O)(=O)c2ccc(C)cc2)NC(=O)NC1c1ccc(OC)c(OC)c1 (stereo not given),0.11,-0.8
COc1ccc(OCC(=O)N/N=C/C2CC=CCC2)cc1 (stereo not given),-0.34,-2.2
Cc1nn(C)c(C(=O)NNC(=S)NCc2ccco2)c1Br,0.06,.
CCOC(=O)c1c(NC(=O)c2noc(C)c2[N+](=O)[O-])sc(C(C)=O)c1C,-1.3,-1.8
CC(=O)N1CCCN(C(=O)c2cc(COc3c(F)cccc3F)on2)CC1,-0.33,-1.2
CC(CCc1ccccc1)NC(=O)COC(=O)C1=COCCO1 (stereo not given),2.6,0.1
CCOC(=O)c1ccccc1NC(=O)Cn1cnc2c(cnn2C(C)(C)C)c1=O,3.5,-1.5
O=C(NCC1CCOCC1)c1ccc2nc(Cc3cccc(Cl)c3)oc2c1,1.1,2.8
Cc1ccc(Oc2ncnc(N)c2[N+](=O)[O-])cc1C,3,-1.5
Cc1ccc(SCC(=O)Nc2ccc(-c3nnc(-c4ccco4)o3)cc2)cc1,-0.04,-2.1
CN(/N=C/c1ccccc1)C(=S)c1ccccc1,1.8,-0.2
O=C(COC(=O)c1c2c(nc3ccccc13)CCCCC2)NCc1ccc2c(c1)OCO2,1.4,-1.9
O=C(c1ccc([N+](=O)[O-])o1)N1CCN(Cc2ccccc2)CC1,-2.1,-0.3
CC(=O)NCCNc1ccc([N+](=O)[O-])cc1C#N,0.86,2.6
Cc1ccc(NCc2n[nH]c(=S)n2Cc2ccccc2)cc1Cl,-0.02,.
CCOc1c(Br)cc(/C=N\NC(=O)c2ccccc2)cc1OC,-1.6,-1.3
CCc1ccc(Cn2nnc(C(=O)Nc3ccc(OC)cc3OC)c2N)cc1,0.31,-4.8

# Entries of single compounds, looked up by structure. Values in the order: Kir21 block | STK33 inh
# O=C(Cn1nnc(-c2ccc3c(c2)OCO3)n1)NCc1ccco1 is listed as 0 | 0.7
# COc1ccc(OCC(=O)N/N=C/C2CC=CCC2)cc1 (stereo not given) is listed as -0.34 | -2.2
# CCOC(=O)c1ccccc1NC(=O)Cn1cnc2c(cnn2C(C)(C)C)c1=O is listed as 3.5 | -1.5
# CCc1ccc(Cn2nnc(C(=O)Nc3ccc(OC)cc3OC)c2N)cc1 is listed as 0.31 | -4.8

# Later entries
SMILES,Kir21 block,STK33 inh
O=C(NCCCn1ccnc1)c1c(F)cccc1F,-0.3,-1.0
C=CCOc1ccc(CNn2cn[nH]c2=S)cc1OCC,1.7,-0.8
COc1cc(NC(=O)c2noc(C)c2[N+](=O)[O-])c(OC)cc1Cl,-0.52,0.5
O=C(O)C[C@H]1c2ccccc2S(=O)(=O)N1C1CCCC1,-0.51,-2.1
O=C(C1=C[C@H](c2csc3ccccc23)C[C@H](OCCCCO)O1)N1CCOCC1,-0.24,4.9
COc1ccc(S(=O)(=O)N2CCOCC2)cc1NC(=O)CCNC(=O)c1ccc([N+](=O)[O-])cc1,.,0.4
CC(=O)c1cccc(NC(=O)C(C)N(C)CC(=O)Nc2ccc(Cl)cc2)c1 (stereo not given),1.4,1.7
CCN(CC)C(=O)CSc1nc2ccsc2c(=O)n1CCCC(=O)NCCc1ccc(S(N)(=O)=O)cc1,-0.19,-0.4
CN(CC(=O)N1CCN(c2ccccc2)CC1)S(=O)(=O)c1cnc[nH]1,0.61,-0.5
Cc1ccn2cc(-c3cccc(S(=O)(=O)N4CC(C)OC(C)C4)c3)nc2c1 (stereo not given),1,-0.3
COc1cc(NS(=O)(=O)c2ccc(NS(=O)(=O)c3ccc(C)cc3)cc2)nc(OC)n1,-0.02,-1.6
CS(=O)(=O)c1ccc(Cl)c(NC(=O)CCc2ccccc2)c1,-2.6,-0.7
CCOC(=O)CCCCC(=O)c1[nH]c(=O)[nH]c1CSc1nc(-c2ccccc2)c(C#N)c(=O)[nH]1,0.48,-2.5
COc1ccc(S(=O)(=O)/N=C2/C=CC(=O)C(C)=C2C)cc1,0.11,0.4
Nc1cc(=O)[nH]c(SCC(=O)N2CCN(S(=O)(=O)c3ccc4ccccc4c3)CC2)n1,-2.6,-3.8
Cc1nc(-c2ccccc2)nc2[nH]ccc(=O)c12,-0.66,-0.6
O=C(c1cccc(S(=O)(=O)N2CCCC2)c1)N1CCCC(C(F)(F)F)C1 (stereo not given),-0.63,-0.6
Cc1ccc(SCCN2C(=O)NC(C)(C)C2=O)cc1,0.51,0.1
C=Cn1c(C(=O)O)ccc1-c1ccc(CC)cc1,-0.08,-3.8
O=c1c2c([nH]c3ccccc13)CCCC2,1.9,-2.1
CC(=O)c1ccc(NC(=O)C2C3CCC(C3)C2C(=O)O)cc1 (stereo not given),-0.11,-1.2
O=C(CSc1nc2ccc(Cl)cc2[nH]1)c1c[nH]c2ccccc12,0.04,-0.1
CCCCCCc1cc2cc(S(=O)(=O)c3ccc(F)c(Cl)c3)c(=O)oc2cc1O,1.1,.
Cc1c(N2C(=O)CSC2c2ccccc2)c(=O)n(-c2ccccc2)n1C (stereo not given),0.57,-1.2
COc1ccccc1OCCC(=O)OCCN1C(=O)c2ccccc2C1=O,-1.7,6.7
CCn1nnc(-c2ccc(N)cc2)n1,1.5,2.1
CCCCOCC1CN(c2ccccc2)C(=O)CS1 (stereo not given),-0.1,-1.5
C=CCO/N=C(/C)c1ccc(Oc2cnccn2)cc1,-0.44,-1.3
COc1ccc(C(=O)C2CCCN(C(=O)c3cccc(N(C)C)c3)C2)cc1OC (stereo not given),0.99,0.6
O=C1NC(c2ccc(-c3ccccc3[N+](=O)[O-])o2)C(C(=O)c2ccc(Cl)cc2)C(O)(C(F)(F)F)N1 (stereo not given),1.1,1.1
COc1ccccc1CNC(=O)CSc1nnc2ccc(-c3cccnc3)nn12,0.87,-0.8
Cc1c(C(=O)NC(C)c2ccccc2)c(-c2ccccc2)nn1-c1ccccc1 (stereo not given),.,-1.8
CCSc1nc2ccccc2n1C(=O)c1ccc(S(=O)(=O)N2CCCCCC2)cc1,1.9,-0.7
COc1ccc(/C=N/NC(=O)C2(O)c3ccccc3-c3ccccc32)cc1,2.4,0.7
O=C(COC(=O)c1cc(=O)[nH]c2ccc(Br)cc12)c1ccccc1,-0.01,-2.4
NS(=O)(=O)c1ccc(CCNC(=O)c2ccco2)cc1,0.03,-1.7
Cc1ccc(OCC(O)CNS(=O)(=O)c2ccccc2C(=O)O)cc1 (stereo not given),-0.45,-0.2
Cc1ccc(NC(=O)Nc2cccnc2)cc1NC(=O)Nc1cccnc1,-0.72,-0.6
O=C(COC(=O)C1CCC1)NCc1ccccc1,-0.84,0.2
CCN(C[C@H]1N[C@@](CC)(C(=O)OC)[C@H]2C(=O)N(C)C(=O)[C@@H]12)C(=O)Nc1ccc(C(F)(F)F)cc1,.,0.6
CCC1CCc2c(sc(N)c2C(N)=O)C1 (stereo not given),0.09,12
CN(/C=C/c1c([N+](=O)[O-])c(=O)n(C)c(=O)n1C)c1ccccc1,1.8,-0.1
CCC(C)(C(=O)NC1CCCC1)N(C(=O)c1ccccn1)c1ccccc1 (stereo not given),0.89,-2.3
Cc1nc2c(O)cccc2cc1CO,-0.03,-1.5
COc1ccc(C)cc1N(CC(=O)N1CCOCC1)S(C)(=O)=O,0.07,-1.3
O=C1CCCCC(=O)N(c2ccccc2)c2ccccc21,-0.26,-2.1
O=C(NCCN1CCN(Cc2ccccc2)CC1)c1cc2c(=O)[nH]c3ccccc3c2s1,-0.49,-1.7
Cc1cccc(C)c1NC(=O)CCCN1C(=O)C(c2ccccc2)Oc2cccnc21 (stereo not given),-1.9,-1.7
CCOC(=O)C(C(=O)OCC)c1c([N+](=O)[O-])c(=O)n2c3c(cccc13)CCC2,0.6,1.3
COc1ccc(OC)c(NC(=O)CSc2nnc3ccc(-c4ccccn4)nn23)c1,1.3,.
ClCc1ncc(-c2ccc(Cl)cc2)o1,0.96,-1.2
CC(=O)c1cccc(N(C(=O)Cn2nnc3ccccc32)C(C(=O)NCc2ccccc2)c2ccccn2)c1 (stereo not given),0.17,-1.7
O=C1NCCCCC1NS(=O)(=O)c1ccccc1 (stereo not given),1.1,0.1
COc1ccc(C2(C(=O)NC(C)C)CCCC2)cc1OC,1.1,-0.3
CCOC(=O)c1cc2nc(Nc3ccc(OC)cc3)sc2s1,0.09,0.3
CC(=O)c1ccc(NC(=O)C(C)Sc2n[nH]c(-c3cccnc3)n2)cc1 (stereo not given),0.33,-0.4
COC(=O)c1ccc(COc2nc(C)cc(C)c2C#N)o1,-0.7,-2.5
CS(=O)(=O)N(CC(=O)N1CCc2ccccc2C1)c1ccccc1Br,-0.64,-0.9
COC(=O)c1cc2oc(C)cc2n1CC(=O)Nc1cc(C)cc(C)c1,-1.1,0.9
O=C(Nc1ccc(N2CCN(C(=O)c3cccs3)CC2)cc1)c1ccc(F)cc1,0.1,-1.7

# Three entries from above, field by field:
smiles: CCOC(=O)c1cc2nc(Nc3ccc(OC)cc3)sc2s1
- Kir21 block = 0.09
- STK33 inh = 0.3

smiles: CC(=O)c1ccc(NC(=O)C(C)Sc2n[nH]c(-c3cccnc3)n2)cc1 (stereo not given)
- Kir21 block = 0.33
- STK33 inh = -0.4

smiles: COC(=O)c1ccc(COc2nc(C)cc(C)c2C#N)o1
- Kir21 block = -0.7
- STK33 inh = -2.5

# More records:
SMILES,Kir21 block,STK33 inh
O=C(CN1CCCC1)Nc1ccc([N+](=O)[O-])cc1,-0.3,-0.6
Clc1ccc(OCc2cc(-c3ccccc3)no2)c(Cl)c1,1.8,0.2
CC(=O)c1c(O)c(C)c(O)c2c1OC1=CC(=O)C(C(C)=O)C(=O)[C@@]12C (stereo not given in full),-1.2,.
CCOC(=O)N1CCC(NC(=O)C2CCN(S(=O)(=O)c3cccc4cccnc34)CC2)CC1,1.5,.
COc1cc(-c2nc3ccccn3c2/N=C/c2cccc(OC)c2O)ccc1O,-0.68,0.6
COc1ccc(S(=O)(=O)N(CC(=O)N2CCOCC2)c2cc(Cl)ccc2OC)cc1OC,-0.26,.
CCOc1cc(CNc2ccc(O)cc2)cc(Br)c1OCc1ccccc1F,0.3,-0.9
C/C=C(/C)C(=O)Nc1cccc(C2=NOC3(C2)C[C@@H](C(N)=O)N(C(=O)c2ccc(OC)cc2)C3)c1 (stereo not given in full),0.7,0.3
O=C(NCc1ccccc1F)C(c1ccccc1)c1ccccc1,-2.1,0.4
O=C(Nc1nnc(CC(=O)N2CCOCC2)s1)c1cccs1,1.1,-1.1
O=[N+]([O-])c1ccc(N/N=C2/CCCCC2c2ccccn2)c([N+](=O)[O-])c1 (stereo not given),-0.01,0.3
Cc1cccc(N(CC(=O)NC2CCCC2)C(=O)CCC(=O)Nc2ccccn2)c1,-1.5,-1.0
CC1CCCC(NC(=O)CN2CCN(Cc3ccc(Cl)cc3)C2=O)C1C (stereo not given),-0.55,1.6
Cc1ccccc1OCc1nnc(SCC(=O)Nc2ccc(N3CCOCC3)c(Cl)c2)n1C,0.11,-0.7
CN(CC(=O)Nc1cccc(F)c1)C(=O)C1=COCCO1,-0.96,-1.8
Cc1cccc(C)c1OCC(O)CN1CCN(c2ccccn2)CC1 (stereo not given),-0.72,-1.3
CCCCn1c(N)c(N(CC(C)C)C(=O)c2cccc(-n3cnnn3)c2)c(=O)[nH]c1=O,-0.08,0.0
COC(=O)c1c(C)oc2ccc(OC(=O)N3CCOCC3)cc12,1.8,0.4
Cn1cc(S(=O)(=O)NCC2CCCO2)c(=O)n(C)c1=O (stereo not given),0.59,-0.8
Cc1ccccc1Sc1c(C#N)c(-c2ccccc2)nn1C,-1.6,0.7
C=C[C@@H]1c2ccccc2N(S(=O)(=O)c2ccc(C)cc2)[C@H](c2ccccc2C(F)(F)F)C1(C#N)C#N,.,0.5
O=C(NCc1cccs1)C(=O)NCC(c1ccco1)N1CCN(c2ccccc2)CC1 (stereo not given),2.5,-0.6
O=C(NCC(=O)N1CCN(S(=O)(=O)c2ccc3c(c2)OCCO3)CC1)c1ccccc1F,.,1.0
O=S(=O)(c1ccc2c(c1)OCCO2)N1CCC(n2nnc3cc(F)ccc32)CC1,0.66,-1.7
Brc1ccc(-c2n(-c3ccccn3)c3ccccc3[n+]2-c2ccccn2)cc1,-1.9,-1.0
CCOc1ccccc1NC(=O)C1CCN(C(=O)c2cccs2)CC1,-2.2,0.0
CCn1c(NC2CCCCC2)nc2ccccc21,-1.9,1.0
C=CCNS(=O)(=O)CC12CCC(CC1=O)C2(C)C (stereo not given),0.1,-1.2
Cc1cc(Cl)ccc1N=C1N=C(N)c2ccccc21,-0.5,0.6
CC(C)CC1(C)N=C(c2ccccc2)C(=S)N1 (stereo not given),0.22,-0.8
Cc1nnc(SCc2ccc(Cl)c(Cl)c2)s1,-0.81,0.8
Cc1cc(C)n(-c2ccc3nncn3n2)n1,0.05,-0.8
CC1CC(C)CN(CCCNC(=O)CC2Oc3ccccc3NC2=O)C1 (stereo not given),-0.99,-0.6

# Shown with two lines to a compound: entries from further up.
# Fields – Kir21 block	STK33 inh
> CCOc1ccccc1NC(=O)C1CCN(C(=O)c2cccs2)CC1
  -2.2	0.0
> CCn1c(NC2CCCCC2)nc2ccccc21
  -1.9	1.0
> C=CCNS(=O)(=O)CC12CCC(CC1=O)C2(C)C (stereo not given)
  0.1	-1.2
